High-throughput results (PubChem)
IDE act = activators of human insulin-degrading enzyme in cells; P14735; HEK cells, FAbeta-B cleavage, fluorescence polarization; 0% vehicle, 100% cell-free pure enzyme wells; activation, % at 5.96 µM; hit rate 0.073% among 340,000; AID 493087;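 active = activation above the mean of all tested compounds plus 3 SD, set per screening campaign, cut at about 17% in these data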
SUMO HTRF inh = SUMOylation inhibition | hit rate 0.36% among 290,000 | P63279 | inhibition, % at 35 µM | HTRF SUMOylation assay, SAE1/SAE2 + UBC9, in vitro | AID 2006; in the data active = inhibition above about 50%, passing the limit was not always enough; note: strong numbers were not always called active
FID counter = counter-screen for HCV NS3 helicase inhibitors: DNA intercalator displacement. DNA fluorescent intercalator displacement, fluorescence. inhibition, % at 7.9 µM. hit rate 0.17% among 290,000; in the data active = inhibition above about 37%;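 note: 0% = vehicle and 100% = reference compound; higher means more ethidium bromide displaced from hairpin DNA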
VIM-2 inhibitor = blocks Pseudomonas aeruginosa VIM-2 metallo-beta-lactamase; inhibition, % at 5.6 µM; hit rate 0.89% among 290,000; purified VIM-2, nitrocefin hydrolysis, epi-absorbance fluorescence; AID 1527;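 active = inhibition above the mean of all tested compounds plus 3 SD, cutoff set per screening run, cut at about 7.5% in these data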;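 note: red hydrolysis product quenches plate fluorescence so inhibitors raise well fluorescence; 0% = enzyme with DMSO and 100% = DMSO without enzyme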
IMP-1 inh = blocks Pseudomonas aeruginosa IMP-1 metallo-beta-lactamase; purified IMP-1, nitrocefin hydrolysis, epi-absorbance fluorescence; AID 1556; hit rate 0.45% among 290,000; inhibition, % at 5.6 µM;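 active = inhibition above the mean plus 3 SD of all compounds in the same screening run, cut at about 4.5% in these data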;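 note: 0% = IMP-1 with DMSO and 100% = DMSO wells lacking enzyme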
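Test system: recombinant IMP-1 enzyme, purified / Medium: HEPES buffer pH 7.1 with ZnSO4 and Brij 35 / Doses: single dose, 5.6 µM / Times: 25 °C, 15 min preincubation, 25 min reaction / Detection: Epi-absorbance via hydrolysed-nitrocefin quenching of white-plate fluorescence, 480/530 nm, EDTA stop / Evaluation: percent inhibition from optical density relative to buffer-blank wells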
IDE cell inh = inhibitors of human insulin-degrading enzyme in cells | HEK cells, FAbetaB cleavage, fluorescence polarization | inhibition, % at 5.59 µM | hit rate 0.41% among 320,000 | AID 434962;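 active = percent inhibition above the average of all tested compounds plus 3 SD, set per screening campaign, cut at about 16% in these data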;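 note: IDE supplied by intact live HEK cells; FP after avidin binding of uncleaved biotin substrate so inhibition keeps polarization high; 0% = DMSO wells and 100% = 60 µM reference IDE inhibitor Ii1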
p-CIP stab down = p/CIP protein destabilization; F442A p/CIP-EGFP cells, EGFP fluorescence, 16 h; decrease of EGFP signal, % at 10 µM; hit rate 0.01% among 290,000;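 active = EGFP signal decrease of at least 30% at 10 µM or well 3 SD below plate mean, unless failing retest; inactive = the rest, including hits failing retest or dose response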; note: some compounds called inactive have numbers as strong as hits; many of its hits are not listed in these tables
PfM18AAP inh = PfM18AAP enzyme inhibition; recombinant PfM18AAP, H-Glu-NHMec fluorogenic cleavage; inhibition, % at 7.35 µM; hit rate 1.2% among 290,000; AID 1822;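 active = inhibition above the campaign mean inhibition over all tested compounds plus 3 SD, cut at about 28% in these data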;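 note: 0% = plate median of test compound wells and 100% = 2 mM ZnCl2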
NS3 helicase inh = blocks Hepatitis C virus NS3 helicase unwinding; NS3 helicase DNA unwinding, Cy5 molecular beacon fluorescence; inhibition, % at 10.9 µM; hit rate 0.56% among 290,000; AID 1800;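 active = inhibition above the mean of all tested compounds plus 3 SD, set per campaign, cut at about 35% in these data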;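 note: 0% = DMSO wells and 100% = thioflavine S control wells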
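Compound dosing – single dose, 10.9 µM nominal final, DMSO 0.8% final · System – NS3 helicase fragment of HCV · Buffer or medium – MOPS pH 6.5, MgCl2, DTT, Tween20, BSA · Signal – Cy5 beacon fluorescence read at start and 1 h · Also added – annealed dual-labelled DNA beacon duplex, ATP-started · Schedule – 1 h at 25 °C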
* = called active by the depositor; · = not tested or not shown.

SMILES	IDE act	SUMO HTRF inh	FID counter	VIM-2 inhibitor	IMP-1 inh	IDE cell inh	p-CIP stab down	PfM18AAP inh	NS3 helicase inh
Cc1nc(SCC(=O)NCCc2ccccc2)c2c(=O)n(C)c(=O)n(C)c2n1	1	12	-7	-1.4	-1.4	1	-4	-6	-3
O=C(O)CS(=O)(=O)c1ccc(Oc2ccc(S(=O)(=O)CC(=O)O)cc2)cc1	·	18	0	-2.3	-3.1	1	0	0	-1
CC(C)CC(NC(=O)C1CCCN1C(=O)[C@@H](C)NC(=O)OCc1ccccc1)C(=O)NCC(N)=O (stereo partly specified)	2	6	-30	-2.0	-2.3	1	4	-10	-1
CCOc1cc(NC(=S)Nc2cccc(OC)c2)c(OCC)cc1NC(=O)C(C)C	5	8	-1	-2.3	-2.9	3	-12	10	12
C/C(=N/NS(=O)(=O)c1ccc(C)cc1)c1c(O)c2ccccc2oc1=O	-2	17	-8	-2.1	-3.1	1	-12	0	12
Cn1c(NNC(=O)C(c2ccccc2)c2ccccc2)cc(=O)n(C)c1=O	1	5	1	-3.5	-6.4	3	-2	-1	6
COc1ccccc1NS(=O)(=O)c1cccc(C(=O)NCc2ccco2)c1	-2	-8	-8	-0.9	-2.2	9	3	1	-7
CCOC(=O)Cn1c(-c2ccc(Cl)nc2)nc2ccccc21	-6	17	0	-2.0	-1.9	4	11	3	-3
CCOC(=O)N1CCN(S(=O)(=O)c2ccc3c(c2)SC(C)C(=O)N3)CC1 (stereo unspecified)	3	12	-25	-3.2	-1.8	2	-8	16	5
CCOc1ccccc1C(=O)N(Cc1ccccc1)Cc1cc2cc3c(cc2[nH]c1=O)OCCO3	4	·	1	-1.6	-0.4	-2	·	3	-5
COc1ccc(OC)c(NC(=S)N2CCN(C(=O)C3CCCO3)CC2)c1 (stereo unspecified)	6	-4	-5	-1.9	-2.6	·	-1	5	-1
COc1cc(OC)cc(C(=O)OCC(=O)N2CCCC2)c1	-1	-1	-21	-4.5	-1.0	3	-11	6	8
COc1ccc(C2OCC3(CO2)SC(N)=NC3=O)cc1 (stereo unspecified)	-2	-8	2	0.9	-1.8	1	8	-11	9
NC(=O)c1c(NC(=O)C2CC=CCC2C(=O)O)sc2c1CCCCC2 (stereo unspecified)	3	22	-12	-1.2	5.7*	1	-9	40*	22
O=C(Cn1cc([N+](=O)[O-])ccc1=O)NCc1ccc(Cl)cc1Cl	4	3	1	-4.1	-1.6	-2	-7	7	3
Cc1nn(CC(=O)NCCCN2C(C)CCCC2C)c(=O)c2cc3occc3n12 (stereo unspecified)	4	8	0	-3.9	-3.0	-1	-10	2	4
Cc1ccc(C(=O)C[n+]2cccc3cc(C)ccc32)cc1	5	12	7	-1.0	-3.2	1	-1	-2	3
O=C(Nc1ccccc1N(C(=O)c1ccco1)S(=O)(=O)c1cccs1)c1ccco1	2	3	0	-3.2	-3.3	-4	-5	-3	1
CC(C)CC(NS(=O)(=O)OCC(Cl)(Cl)Cl)c1ccccc1 (stereo unspecified)	7	-1	-15	-3.2	-4.1	-3	-2	6	8
COc1ccc(/C=C/C(=O)NC(=S)Nc2ccccn2)cc1	2	15	-13	-1.2	-1.5	3	-10	-8	1
COc1cccc(C2NC(=O)CCC2[N+](=O)[O-])c1 (stereo unspecified)	1	-6	-2	-1.8	-1.0	-2	-3	-4	3
COCCNC(=O)C(c1ccc(C)o1)N(CC1CCCO1)C(=O)Cn1nnc2ccccc21 (stereo unspecified)	1	16	-23	-1.1	-1.5	1	-10	5	1
NC[C@H]1O[C@H](O[C@H]2[C@H](O)[C@@H](O[C@H]3O[C@H](CO)[C@@H](O)[C@H](N)[C@H]3O)[C@H](N)C[C@@H]2N)[C@H](N)C[C@@H]1O	7	-13	-4	-0.7	-0.7	5	0	2	15
CC(NC(=S)NC1CCC(C(C)(C)C)CC1)c1ccccc1 (stereo unspecified)	2	-17	-40	-5.7	-2.2	·	-15	-2	-4
CCOC(=O)C1CN(S(C)(=O)=O)c2cc(CC(=O)OC)ccc2O1 (stereo unspecified)	6	1	-5	-2.7	-4.3	0	-2	3	-1
CN(Cc1ccccc1)C(=O)c1[nH]cnc1C(=O)NCC(=O)OC(C)(C)C	-1	-4	-31	-2.8	-2.3	-4	-3	1	2
CC(C)CC(NS(=O)(=O)c1ccccc1)C(=O)O (stereo unspecified)	6	4	3	-3.9	-2.4	3	11	-4	-1
CCCC1(C(=O)O)NC(c2ccc(OC)cc2O)C2C(=O)N(c3ccc(OC)cc3)C(=O)C21 (stereo unspecified)	4	26	-1	-4.5	-2.5	0	-16	3	-3
CCCOC1CCCN(C(=O)c2ccc(OC)c(OC3CCN(C(C)C)CC3)c2)C1 (stereo unspecified)	0	16	5	-1.2	-0.8	-1	-4	-15	-12
COC(=O)c1ccc2nc(C)cc(Nc3ccccc3C)c2c1	8	9	3	0.1	-2.8	0	-8	6	-5

Three structures already listed, ordered by length of the SMILES, ascending.
SMILES	IDE act	SUMO HTRF inh	FID counter	VIM-2 inhibitor	IMP-1 inh	IDE cell inh	p-CIP stab down	PfM18AAP inh	NS3 helicase inh
COC(=O)c1ccc2nc(C)cc(Nc3ccccc3C)c2c1	8	9	3	0.1	-2.8	0	-8	6	-5
CC(NC(=S)NC1CCC(C(C)(C)C)CC1)c1ccccc1 (stereo unspecified)	2	-17	-40	-5.7	-2.2	·	-15	-2	-4
CCCC1(C(=O)O)NC(c2ccc(OC)cc2O)C2C(=O)N(c3ccc(OC)cc3)C(=O)C21 (stereo unspecified)	4	26	-1	-4.5	-2.5	0	-16	3	-3

Other results.
SMILES	IDE act	SUMO HTRF inh	FID counter	VIM-2 inhibitor	IMP-1 inh	IDE cell inh	p-CIP stab down	PfM18AAP inh	NS3 helicase inh
CCc1ccc(-c2cc(C(=O)Nc3ccc(S(=O)(=O)NC(C)=O)cc3)c3ccccc3n2)cc1	-2	28	-26	0.6	1.1	6	-4	1	-43
COC(=O)c1nc(NC(=O)c2ccc(Cl)cc2)n[nH]1	3	9	5	-0.3	7.7*	-4	3	-6	-9
Cc1ccc(OCC(=O)NCCc2c[nH]c3ccccc23)cc1	3	15	-13	1.2	-3.3	5	2	9	3
COc1ccc(S(=O)(=O)N2CCC(C(=O)NCc3cccnc3)CC2)cc1OC	-3	20	-6	0.2	2.1	-5	-16	1	8
c1ccc(NC2=NCCN2CCC2CCCC2)cc1	4	6	-1	0.2	-1.3	-5	-7	-10	21
Cc1csc(SCC(=O)Nc2cccc3nsnc23)n1	5	9	0	-1.4	-5.1	-2	-9	1	6
COc1ccccc1OCCC(=O)Nc1nc(C)cs1	2	29	-6	-0.5	-1.5	-1	-14	-21	-2
c1ccc2c(CNc3ccc(CNc4ncn[nH]4)cc3)cccc2c1	7	15	-9	-1.7	-3.3	-3	5	17	-9
COC(=O)c1ccsc1NC(=O)c1ccc(Cl)s1	0	11	·	·	·	1	-1	·	·
CN(CCOc1ccccc1)C(=O)c1cc([N+](=O)[O-])cc([N+](=O)[O-])c1	-1	-3	0	-0.6	-2.3	-2	-1	-4	-5
CCOc1cc(Cl)c(NC(C)=O)cc1OCC	2	22	-3	-2.3	-1.8	3	1	-2	8
CN(C(=O)c1c(Cl)nc2sccn12)C1CCCCC1	5	2	-13	1.3	-3.2	-1	-8	-5	-2
Cc1ccc(N2CCN(Cc3ccccc3)CC2=O)c(C)c1	-1	53	-14	-2.3	0.8	8	-1	-6	-4
CCCOc1ccccc1NC(=O)Nc1ccccc1Cl	1	-9	-6	-2.5	-2.8	-2	-9	-5	4
COc1ccccc1CNC(=O)c1oc2ccccc2c1C	5	0	-30	-1.7	-2.4	-4	6	3	-6
O=C(NC1CC2CCC1C2)c1ccco1 (stereo unspecified)	6	8	-3	-0.5	-2.8	-2	6	6	6
Cc1cccc(-c2nc(CS(=O)CC(=O)NCCc3ccccc3)c(C)o2)c1 (stereo unspecified)	-2	9	-48	-1.9	-1.2	1	-2	2	0
Cc1cccc(OCC(=O)N(Cc2cccs2)C2CCS(=O)(=O)C2)c1 (stereo unspecified)	-2	2	-13	0.2	-2.4	7	-2	1	6
O=C(CCC1CCCN(C(=O)c2ccc3c(c2)OCO3)C1)NCc1ccc(F)c(F)c1 (stereo unspecified)	-3	-8	-27	-1.1	-2.4	-1	12	-1	0
CC(C)N=C1SC(CC(=O)Nc2ccccc2)C(=O)N1C(C)C (stereo unspecified)	5	5	-12	-5.9	-2.6	0	-14	-3	-1
Nc1nnnn1CC(=O)OCc1cccc(Br)c1	3	3	5	0.6	0.3	9	3	4	0
[N-]=[N+]=NC[C@H](Cc1ccccc1)N1CC[C@@H](O)CCC1=O	7	6	-2	0.0	-2.4	-7	-4	-2	1
COc1ccc(C(=O)CSc2nnc(-c3ccoc3C)n2CC2CCCO2)cc1 (stereo unspecified)	-3	13	-28	0.2	-3.1	0	-6	7	9
Cc1ccc2nc(NCCO)nc(-c3ccccc3)c2c1	5	28	-4	-0.7	-3.6	-7	-11	-4	6
O=C(OCN1C(=O)c2ccccc2C1=O)c1ccc2c(=O)n3c(nc2c1)CCC3	·	·	5	-2.6	-1.5	·	·	-1	-5
CC[n+]1c(/C=C/c2ccc(OC(C)=O)c(OC)c2)ccc2ccccc21	-4	19	3	-0.7	-0.9	·	-6	3	-34
O=C1C(=O)N(CC2CCCO2)C(c2ccco2)/C1=C(/O)c1ccc(F)cc1 (stereo unspecified)	0	-3	-3	4.2	0.6	-1	25	8	-5

Rewritten field by field: entries from further up
O=C1C(=O)N(CC2CCCO2)C(c2ccco2)/C1=C(/O)c1ccc(F)cc1 (stereo unspecified)
  IDE act = 0 | SUMO HTRF inh = -3 | FID counter = -3 | VIM-2 inhibitor = 4.2 | IMP-1 inh = 0.6 | IDE cell inh = -1 | p-CIP stab down = 25 | PfM18AAP inh = 8 | NS3 helicase inh = -5

CC[n+]1c(/C=C/c2ccc(OC(C)=O)c(OC)c2)ccc2ccccc21
  IDE act = -4 | SUMO HTRF inh = 19 | FID counter = 3 | VIM-2 inhibitor = -0.7 | IMP-1 inh = -0.9 | IDE cell inh = · | p-CIP stab down = -6 | PfM18AAP inh = 3 | NS3 helicase inh = -34

Nc1nnnn1CC(=O)OCc1cccc(Br)c1
  IDE act = 3 | SUMO HTRF inh = 3 | FID counter = 5 | VIM-2 inhibitor = 0.6 | IMP-1 inh = 0.3 | IDE cell inh = 9 | p-CIP stab down = 3 | PfM18AAP inh = 4 | NS3 helicase inh = 0

O=C(OCN1C(=O)c2ccccc2C1=O)c1ccc2c(=O)n3c(nc2c1)CCC3
  IDE act = · | SUMO HTRF inh = · | FID counter = 5 | VIM-2 inhibitor = -2.6 | IMP-1 inh = -1.5 | IDE cell inh = · | p-CIP stab down = · | PfM18AAP inh = -1 | NS3 helicase inh = -5
